Apoferritin bind – candidate novel general anesthetic via apoferritin binding. apoferritin/1-aminoanthracene competitive binding, fluorescence. Potency, µM (top dose mostly 77.5 µM), for the others: at the top dose activity change, negative = displacement, hits mostly inhibitors. hit rate 0.074% among 350,000. AID 485281; also: potency is read from the fitted curve at half-maximal effect; % is scaled to controls: 0 for no effect and ±100 for the full control effect; nearly all actives have a fitted effect of over 20% in size
Target sequence (P02791 2-175 limits assumed): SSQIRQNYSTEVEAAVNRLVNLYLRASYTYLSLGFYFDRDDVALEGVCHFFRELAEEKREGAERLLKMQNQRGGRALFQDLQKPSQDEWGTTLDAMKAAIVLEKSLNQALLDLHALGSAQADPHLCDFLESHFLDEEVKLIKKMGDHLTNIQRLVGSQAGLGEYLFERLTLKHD
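Concentration-response curves derived by four-parameter Hill fitting of normalized fluorescence, where compounds displaced 1-AMA from 10 uM horse apoferritin following a brief 10 min room-temperature incubation; propofol titration acted as positive control.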
TRHR ag – agonists of human TRH receptor | hit rate 0.18% among 360,000 | activation, % at 2 µM | TRHR cells, calcium flux fluo-8, FDSS agonist mode | P34981; in the data active = activation above about 30%; also: 0% is about no effect
Target sequence (P34981 whole entry, looked up): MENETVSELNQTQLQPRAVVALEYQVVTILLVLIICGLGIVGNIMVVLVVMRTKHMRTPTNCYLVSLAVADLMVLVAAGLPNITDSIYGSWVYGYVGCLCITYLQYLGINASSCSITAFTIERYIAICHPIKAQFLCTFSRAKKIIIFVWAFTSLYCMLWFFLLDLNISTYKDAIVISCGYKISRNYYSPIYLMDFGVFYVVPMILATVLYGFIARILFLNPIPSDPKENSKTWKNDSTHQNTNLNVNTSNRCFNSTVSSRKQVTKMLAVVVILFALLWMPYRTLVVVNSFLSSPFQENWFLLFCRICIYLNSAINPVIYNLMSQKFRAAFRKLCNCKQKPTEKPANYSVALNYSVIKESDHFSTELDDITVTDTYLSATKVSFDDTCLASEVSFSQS
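TRHR-expressing cells, plated overnight in medium with 10% serum, were loaded with fluo-8 calcium dye at room temperature. After a 10 s baseline, library compound was pin-added and calcium release was recorded kinetically (ex 480/em 530) as agonist response.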
D2 PAM – D2 dopamine receptor (human) potentiation | P14416 | HEK293 T-REx D2, calcium flux, EC20 dopamine potentiation | potentiation, % at 10 µM | hit rate 0.34% among 340,000 | AID 485347;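 active = potentiation over 3 SD above the plate norm, cut at about 30% in these data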; also: 0% is about no effect
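Potentiation of an EC20 dopamine calcium response is measured in a force-coupled, tetracycline-inducible Hek293 Trex D2 line. Compound-only kinetic reads over 180 s flag agonists before dopamine addition.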
D1 antagonist – human D1 dopamine receptor antagonism. AID 504652. activity change, negative = inhibition, % at 10 µM. HEK293 TREx D1 cells, calcium flux, dopamine EC80; active compounds read low. P21728. hit rate 3.2% among 360,000; in the data active = activity change below about -30%; also: % is scaled to controls: 0 for no effect and ±100 for the full control effect
Target sequence (P21728 whole entry, looked up): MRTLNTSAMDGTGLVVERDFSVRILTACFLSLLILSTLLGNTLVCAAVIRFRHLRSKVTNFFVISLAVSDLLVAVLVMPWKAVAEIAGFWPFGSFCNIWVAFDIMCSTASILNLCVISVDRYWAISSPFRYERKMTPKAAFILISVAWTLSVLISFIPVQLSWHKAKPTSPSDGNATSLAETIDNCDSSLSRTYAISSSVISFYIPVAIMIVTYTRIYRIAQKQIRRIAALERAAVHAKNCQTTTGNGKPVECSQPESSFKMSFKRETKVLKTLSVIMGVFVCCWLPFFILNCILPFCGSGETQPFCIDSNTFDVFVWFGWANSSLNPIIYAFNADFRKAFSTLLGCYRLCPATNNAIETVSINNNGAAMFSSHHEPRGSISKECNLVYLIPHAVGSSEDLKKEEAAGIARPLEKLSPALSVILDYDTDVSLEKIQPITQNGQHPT
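Calcium flux readout: force-coupled, inducible Hek293 Trex D1 line, cells induced overnight at 30 C with tetracycline, dye-loaded 30–90 min at RT. Antagonism scored against EC80 dopamine challenge given 180 s after compound.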
RXFP1 agonist – activates the human relaxin receptor RXFP1; Q9HBX9; HEK293T-RXFP1 cAMP TR-FRET, 30 min; response scale: percent of porcine relaxin response, buffer zero; Potency, µM (top dose mostly 57.5 µM), for the others: at the highest dose activation, actives largely listed as activators; hit rate 0.3% among 370,000; AID 2676; also: potency is read from the fitted curve at half-maximal effect; % is scaled to controls: 0 for no effect and ±100 for the full control effect; nearly all actives have a fitted effect of over 60% in size; many of its hits are not listed in these tables
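HEK293T cells stably expressing RXFP1 were pretreated with the PDE4 inhibitor Ro 20174, exposed to compounds for 30 min at 37C, lysed, and cAMP was read by TR-FRET. Data normalized to buffer (basal) and 29 nM porcine relaxin (100%).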
TRHR PAM – allosteric enhancers of human TRH receptor. enhancement, % at 2 µM. hit rate 0.66% among 360,000. TRHR cells, fluo-8 calcium fluorescence, EC20 TRH enhancement. AID 493056. P34981; in the data active = enhancement above about 30%; also: 0% is about no effect
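Enhancer read-out: after compound pinning and an initial kinetic agonist-mode read, an EC20 of TRH (10 nM final) was injected and fluo-8 calcium signal (Ex 480/Em 530) followed at 1 s/cycle for 100 cycles in TRHR-expressing cells.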
D1 ag – agonists of human D1 dopamine receptor. HEK293 T-REx D1 cells, calcium flux, agonist mode. activation, % at 2 µM. AID 504660. hit rate 1% among 360,000; in the data active = activation above about 30%; also: 0% is about no effect
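Inducible HEK293 T-REx D1 cells, force-coupled to calcium signalling, were plated at 4000 cells/well with tetracycline and held overnight at 30 C. After no-wash calcium dye loading, compound-evoked calcium rise over 180 s flagged agonists.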
D1 PAM – potentiators of human D1 dopamine receptor; hit rate 0.036% among 360,000; HEK293 TREx D1 cells, calcium flux, dopamine EC20 potentiation; P21728; potentiation, % at 10 µM; AID 504651; in the data active = potentiation above about 30%; also: 0% is about no effect
RXFP1 antag – antagonists of human relaxin receptor RXFP1. AID 1259400. activity change, negative = inhibition, % at 57.5 µM. Q9HBX9. HEK293-RXFP1, relaxin-stimulated cAMP HTRF, 30 min; active compounds read low. hit rate 0.59% among 350,000;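 active = activity change of -60% or lower, but not beyond a set lower limit; inconclusive = change between -60% and -40%, or beyond the set limit; inactive = change above -40%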; also: % is scaled to controls: 0 for no effect and ±100 for the full control effect
* hit, by the source's call. Unless noted, calls follow the shape of the dose curve; as a rule, active = well fitted curve in the direction sought with a large enough effect; inconclusive = small, poorly fitted or top-dose-only effect, or another doubt; inactive = no such curve, though single readings can be large; an effect the other way counts as inactive or inconclusive. The list is partial; rates above refer to the full screens.

Cc1c(Cl)cn2c(=O)cc(CN(C)Cc3nc4ccccc4c(=O)[nH]3)nc2c1Cl was read as Apoferritin bind -12%, TRHR ag -1.0, D2 PAM -1, D1 antagonist 8, RXFP1 agonist 9.5%, TRHR PAM 2, D1 ag 0 and D1 PAM -5.
Screening Cc1cccc(C)c1NC(=O)N1CCN(c2nc3ccccc3s2)CC1 returned Apoferritin bind -18%, TRHR ag -0.9, D2 PAM 3, D1 antagonist -1, RXFP1 agonist -0.9%, TRHR PAM -4, D1 ag 8, D1 PAM -5 and RXFP1 antag -4.
Screening CC(=O)NCCc1nc2cc(NC(=O)c3ccccc3)ccc2n1C returned Apoferritin bind -3%, TRHR ag 0.6, D2 PAM -3, RXFP1 agonist 2.2%, TRHR PAM 1, D1 ag 0, D1 PAM -4 and RXFP1 antag 1.
O=C(NC(=S)NCCC1=CCCCC1)c1cccnc1 was read as Apoferritin bind inconclusive, TRHR ag -1.2, D2 PAM -5, D1 antagonist 2, RXFP1 agonist 0.2%, TRHR PAM -1, D1 ag 0, D1 PAM 2 and RXFP1 antag -7.
For O=C1C2CCc3ccccc3C2N1c1ccccc1 (centres undefined) the results were TRHR ag -0.5, D2 PAM 7, RXFP1 agonist -0.3%, TRHR PAM 3, D1 ag -2 and D1 PAM -2.
`CC(C)CC(=O)Nc1ccc2nc(SCC(=O)N3CCCC3)sc2c1` gave Apoferritin bind -6%, TRHR ag -0.3, D2 PAM 5, D1 antagonist -13, RXFP1 agonist 2.8%, TRHR PAM 0, D1 ag -3, D1 PAM -1 and RXFP1 antag -5.
Screening COc1ccc(CCNC(=O)Cc2cc(OCc3ccccc3)c(OC)cc2[N+](=O)[O-])cc1OC returned Apoferritin bind inconclusive, TRHR ag -0.5, D2 PAM 6, D1 antagonist 1, RXFP1 agonist -1.5%, TRHR PAM 0, D1 ag 2, D1 PAM -5 and RXFP1 antag -5.
Screening Cc1cc(C)nc(NC(=O)CCC2CCCC2)c1 returned Apoferritin bind inconclusive, TRHR ag -0.4, D2 PAM -8, D1 antagonist 6, RXFP1 agonist -3.8%, TRHR PAM -2, D1 ag 2, D1 PAM -1 and RXFP1 antag -22.
Screening O=C(NCc1cc(C(F)(F)F)cc(C(F)(F)F)c1)C12CN(Cc3ccccc3)CC1C(c1cccc([N+](=O)[O-])c1)=NO2 (centres undefined) returned Apoferritin bind -3%, TRHR ag 0.0, D2 PAM 16, D1 antagonist -7, RXFP1 agonist -0.7%, TRHR PAM 13, D1 ag 6 and D1 PAM 0.
O=C(c1ccco1)N1CCCC(c2nc3c(nnn3Cc3cccc(Cl)c3)c(=O)[nH]2)C1 (centres undefined) was read as Apoferritin bind -7%, TRHR ag -0.3, D2 PAM 23, D1 antagonist 9, RXFP1 agonist -0.5%, TRHR PAM 4, D1 ag 4, D1 PAM -4 and RXFP1 antag 3.
Screening Cc1nn(-c2cccc(Cl)c2)c2c1C(c1ccncc1)C(C#N)=C(N)O2 (centres undefined) returned Apoferritin bind -12%, TRHR ag 0.2, D2 PAM 7, D1 antagonist 1, RXFP1 agonist -0.1%, TRHR PAM -7, D1 ag 3, D1 PAM -1 and RXFP1 antag -7.
COc1ccc(Cc2nnc(Nc3c(C)cccc3C)o2)cc1OC was read as Apoferritin bind -1%, TRHR ag 0.2, D2 PAM 1, D1 antagonist -29, RXFP1 agonist -1.5%, TRHR PAM 5, D1 ag 3, D1 PAM 0 and RXFP1 antag -16.
`COc1cc(OC)cc(C(=O)NC2CCN(C(=O)N3c4ccccc4Sc4ccccc43)CC2)c1` gave Apoferritin bind -1%, TRHR ag 0.5, D2 PAM 5, D1 antagonist 9, RXFP1 agonist 0.8%, TRHR PAM 11, D1 ag 5, D1 PAM 1 and RXFP1 antag -10.
O=C(O)CCCCCCCCc1cn(CCc2c[nH]c3ccccc23)nn1 was read as Apoferritin bind -12%, TRHR ag 0.7, D2 PAM -20, D1 antagonist 13, RXFP1 agonist -1.9%, TRHR PAM 8, D1 ag 0 and D1 PAM -1.
For C/C(=C\c1ccccc1)CN1CCN(C)CC1 the results were Apoferritin bind -6%, TRHR ag 0.4, D2 PAM -18, D1 antagonist -2, RXFP1 agonist -0.7%, TRHR PAM -1, D1 ag 7, D1 PAM -1 and RXFP1 antag 14.
`O=C(NCCc1ccc2c(c1)OCCO2)c1cccc(S(=O)(=O)N2CCCC2)c1` gave TRHR ag -0.4, D2 PAM -4, D1 antagonist 6, RXFP1 agonist 1.3%, TRHR PAM -9, D1 ag 0, D1 PAM -1 and RXFP1 antag 0.
Screening CC(C)(C)c1ccc(C(=O)CSc2n[nH]c(=O)[nH]c2=O)cc1 returned Apoferritin bind -20%, TRHR ag 0.4, D2 PAM -8, D1 antagonist -13, RXFP1 agonist 2.3%, TRHR PAM -2, D1 ag 1, D1 PAM -1 and RXFP1 antag 8.
For CC(=O)C1=C(O)C(=O)N(Cc2ccccc2)C1c1cccc([N+](=O)[O-])c1 (centres undefined) the results were Apoferritin bind -4%, TRHR ag -0.1, D2 PAM 9, D1 antagonist 7, RXFP1 agonist -1.2%, TRHR PAM 15, D1 ag 4, D1 PAM 4 and RXFP1 antag 1.
Cc1c(NC(=O)COC(=O)c2cc3c4ccccc4n(C)c3s2)c(=O)n(-c2ccccc2)n1C was read as Apoferritin bind -20%, TRHR ag 1.2, D2 PAM -6, D1 antagonist -18, RXFP1 agonist -0.7%, TRHR PAM 2, D1 ag 0, D1 PAM 4 and RXFP1 antag 0.
Screening CCOc1ccc(C(=O)NC2CC(=O)N(c3ccc(C)cc3)C2)cc1OCC (centres undefined) returned Apoferritin bind -10%, TRHR ag -0.2, D2 PAM 20, RXFP1 agonist 3.2%, TRHR PAM 7, D1 ag 0, D1 PAM -1 and RXFP1 antag -5.
Screening CC(C)Oc1ccc(CNC(=O)C2CCN(C(=O)c3sccc3-n3cccc3)CC2)cc1 returned Apoferritin bind -11%, TRHR ag 0.3, D2 PAM 11, D1 antagonist -2, RXFP1 agonist -0.3%, TRHR PAM 1, D1 ag -1, D1 PAM -4 and RXFP1 antag -7.
Screening C/C(=N\NC(=O)CNc1ccccc1Cl)C(C)(C)C returned Apoferritin bind inconclusive, TRHR ag 0.3, D2 PAM 2, D1 antagonist 8, RXFP1 agonist 0.1%, TRHR PAM -8, D1 ag 0, D1 PAM -5 and RXFP1 antag 1.
For Cc1ccc(CC(=O)N/N=C/c2ccc(OC(=O)c3ccc([N+](=O)[O-])cc3)cc2)cc1 the results were Apoferritin bind 1%, TRHR ag -0.1, D2 PAM -5, D1 antagonist 18, RXFP1 agonist -1.5%, TRHR PAM 0, D1 ag 3, D1 PAM -9 and RXFP1 antag 14.
For Cc1c(Cl)cccc1NC(=O)Cn1nc(C)c2sc3ccccc3c2c1=O the results were Apoferritin bind 2%, TRHR ag -0.4, D2 PAM -2, D1 antagonist -15, RXFP1 agonist inconclusive, TRHR PAM -1, D1 ag 2, D1 PAM 0 and RXFP1 antag -9.
For CC1CC(C)CN(C(=O)COC(=O)CNS(=O)(=O)/C=C/c2ccccc2)C1 (centres undefined) the results were Apoferritin bind -19%, TRHR ag -2.0, D2 PAM 12, D1 antagonist 0, RXFP1 agonist -1.1%, TRHR PAM -10, D1 ag 2, D1 PAM -5 and RXFP1 antag -18.
Screening CCOC(=O)C(=O)Nc1nc(-c2ccccc2)c(CC)s1 returned Apoferritin bind -21%, TRHR ag -0.2, D2 PAM 6, D1 antagonist -4, RXFP1 agonist 0.6%, TRHR PAM 19, D1 ag 0, D1 PAM 1 and RXFP1 antag 0.
For Cc1ccc2cc(CN(CCN3CCCC3)C(=O)Nc3ccc(F)cc3)c(=O)[nH]c2c1C the results were Apoferritin bind -3%, TRHR ag 1.8, D2 PAM -2, D1 antagonist 3, RXFP1 agonist 0.6%, TRHR PAM 10, D1 ag 3, D1 PAM -4 and RXFP1 antag -3.
COc1cc(C(=O)CSc2nncn2C)cc(OC)c1OC was read as Apoferritin bind -3%, TRHR ag 0.3, D2 PAM -8, D1 antagonist -15, RXFP1 agonist -0.8%, TRHR PAM -14, D1 ag 1, D1 PAM -3 and RXFP1 antag -13.
Screening O=C(CNC(=O)c1ccc(Br)o1)OCC(=O)c1cccc([N+](=O)[O-])c1 returned Apoferritin bind -18%, TRHR ag -1.0, D2 PAM 8, D1 antagonist -2, RXFP1 agonist 0.5%, TRHR PAM -14, D1 ag 0, D1 PAM 0 and RXFP1 antag -16.
For COc1ccc2nc(C)cc(N/N=C/c3ccccc3)c2c1 the results were TRHR ag 0.0, D2 PAM 7, D1 antagonist -14, RXFP1 agonist -0.3%, TRHR PAM -2, D1 ag 0, D1 PAM -1 and RXFP1 antag -19.
`COc1ccccc1N(CN1CCCC1=O)C(=O)COc1ccccc1` gave Apoferritin bind -7%, TRHR ag 0.1, D2 PAM -4, D1 antagonist 30, RXFP1 agonist -2.6%, TRHR PAM -10, D1 ag 2, D1 PAM -6 and RXFP1 antag -15.
`CC(C)Sc1nsc2nc(=O)c(/C=C3\C=Nc4ccccc43)c(N)n12` gave Apoferritin bind inconclusive, TRHR ag 0.6, D2 PAM 1, D1 antagonist -14, RXFP1 agonist 3.1%, TRHR PAM -7, D1 ag 3, D1 PAM -10 and RXFP1 antag -29.
`CCc1nnc(NC(=O)C2=CCN(S(=O)(=O)c3ccc(F)cc3)CC2)s1` gave Apoferritin bind 1%, TRHR ag 0.4, D2 PAM 3, D1 antagonist 0, RXFP1 agonist -1.6%, TRHR PAM 17, D1 ag 1, D1 PAM -4 and RXFP1 antag 3.
For COc1ccc(-c2csc(Cc3nnc4n3CCCCC4)n2)cc1OC the results were Apoferritin bind -11%, TRHR ag -0.1, D2 PAM -10, D1 antagonist -3, RXFP1 agonist 1.9%, TRHR PAM -2, D1 ag 2, D1 PAM 0 and RXFP1 antag -6.

Looked up by structure from the entries so far, two records:
O=C(O)CCCCCCCCc1cn(CCc2c[nH]c3ccccc23)nn1 was read as Apoferritin bind -12%, TRHR ag 0.7, D2 PAM -20, D1 antagonist 13, RXFP1 agonist -1.9%, TRHR PAM 8, D1 ag 0 and D1 PAM -1.
Cc1c(NC(=O)COC(=O)c2cc3c4ccccc4n(C)c3s2)c(=O)n(-c2ccccc2)n1C was read as Apoferritin bind -20%, TRHR ag 1.2, D2 PAM -6, D1 antagonist -18, RXFP1 agonist -0.7%, TRHR PAM 2, D1 ag 0, D1 PAM 4 and RXFP1 antag 0.
